# Screening results (PubChem BioAssay)
# TRPC4 inh – inhibitors of mouse TRPC4 channel | 300,000 compounds, 0.39% hits | Q9QUQ5 | B-score at 10 µM | HEK293 TRPC4beta/mu-opioid, DAMGO-evoked Fluo4 calcium flux; stronger effect = lower value;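 active means B-score over 3 SD under the library average, no early fluorescence shift, positive overall ratio signal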
#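 Assay system: HEK293 cells with stable TRPC4beta plus mu-opioid receptor expression. Dosing: single dose. Measured by: Fluo4 Ca2+ flux fluorescence. Also added: DAMGO in two steps, submaximal then maximal. Read-out: B score from integrated Fluo4 fluorescence ratio.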
# TRPC4 PAM – allosterically enhances the mouse TRPC4 cation channel; Q9QUQ5; HEK293 TRPC4beta/mu-opioid, DAMGO EC20, Fluo-4 Ca2+ flux; stronger effect = higher value; B-score at 10 µM; 310,000 compounds, 0.42% hits; AID 2227;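 active means B-score of calcium response area above 5 SD of library B-scores, with initial fluorescence ratio within 5 SD of library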;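 further: B-score of integrated fluorescence ratio over time as area under calcium response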
# HIF activator – HIF pathway transcriptional activation. U2OS HRE-luciferase reporter, luminescence; normalized: DMSO 0%, desferrioxamine 100%. activation, % at 7.5 µM (by protocol). 300,000 compounds, 0.32% hits. AID 1910;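 active means mean activation of at least 10% of the iron chelator positive control signal, with at least half of replicates also reaching 10%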
# TRPC6 inh – blocks the mouse TRPC6 cation channel; Q61143; HEK293-TRPC6, membrane potential dye, ACh-evoked depolarization; stronger effect = lower value; B-score at 10 µM; 310,000 compounds, 1.1% hits; AID 2553;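 active means B-score under library mean minus 3 SD, initial fluorescence not abnormally high, positive integrated signal ratio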;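 further: B-score derived from integrated fluorescence ratio over the kinetic read; more negative B-score means stronger inhibition of depolarization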
# Target sequence (Q61143 whole entry, looked up): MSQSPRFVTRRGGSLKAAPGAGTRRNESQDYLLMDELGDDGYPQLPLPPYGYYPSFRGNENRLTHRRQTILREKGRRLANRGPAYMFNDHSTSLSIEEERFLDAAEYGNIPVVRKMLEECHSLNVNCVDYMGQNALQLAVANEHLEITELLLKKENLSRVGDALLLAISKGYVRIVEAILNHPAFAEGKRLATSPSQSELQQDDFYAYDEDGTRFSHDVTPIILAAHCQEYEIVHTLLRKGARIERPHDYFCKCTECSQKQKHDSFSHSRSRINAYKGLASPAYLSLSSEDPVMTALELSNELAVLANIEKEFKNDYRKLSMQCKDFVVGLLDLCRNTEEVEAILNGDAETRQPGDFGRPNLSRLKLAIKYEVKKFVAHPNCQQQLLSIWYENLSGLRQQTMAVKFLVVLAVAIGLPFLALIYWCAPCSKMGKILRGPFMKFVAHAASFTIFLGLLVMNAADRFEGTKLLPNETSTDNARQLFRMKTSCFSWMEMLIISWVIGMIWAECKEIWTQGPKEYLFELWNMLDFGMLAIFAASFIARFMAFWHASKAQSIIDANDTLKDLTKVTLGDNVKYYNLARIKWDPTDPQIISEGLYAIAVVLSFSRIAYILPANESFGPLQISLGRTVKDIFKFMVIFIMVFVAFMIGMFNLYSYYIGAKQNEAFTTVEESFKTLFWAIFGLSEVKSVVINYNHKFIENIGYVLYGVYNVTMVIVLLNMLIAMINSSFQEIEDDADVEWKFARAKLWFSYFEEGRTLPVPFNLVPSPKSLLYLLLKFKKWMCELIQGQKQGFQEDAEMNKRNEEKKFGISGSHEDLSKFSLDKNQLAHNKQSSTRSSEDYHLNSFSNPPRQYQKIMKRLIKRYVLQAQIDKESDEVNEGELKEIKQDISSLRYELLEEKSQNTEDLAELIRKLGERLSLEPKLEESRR
# MrgX1 agonist – activates human MrgX1 receptor signaling | Q96LB2 | MrgX1-HEK293 cells, Fluo-4 calcium fluorescence, agonist mode; stronger effect = higher value | B-score at 10 µM | 310,000 compounds, 0.44% hits | AID 588627;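 active means calcium response B-score plate-corrected fluorescence ratio at least 3 library SD, with starting fluorescence B-score inside 5 SD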
#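 Test system: HEK293 cells stably expressing human MrgX1 receptor; amount: 15,000 cells per well; doses: compound delivered in addition one of three; times: overnight plating before 1 h dye loading; detection: Fluo-4 NW calcium-flux fluorescence, kinetic read; read-out basis: B-scored fluorescence response ratio; controls: positive and negative controls per plate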
# AI-2 QS modul – modulates the Vibrio harveyi AI-2 quorum sensing system; 300,000 compounds, 0.4% hits; Vibrio harveyi JMH597 AI-2 luminescence/OD600 ratio, 9 h; stronger effect = lower value; strain lacks LuxN and CqsS sensors; 0 = neutral-control median; activity change, % at 7.5 µM; in the data active means activity change below about -75%, passing the limit was not always enough;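 further: luminescence divided by OD600 gain over 9 h not by final OD600 alone; inactives centre near 13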
# TRPC6 act – activators of mouse TRPC6 channel; B-score at 10 µM; Q61143; AID 2550; HEK293-TRPC6 membrane potential dye fluorescence; stronger effect = higher value; 310,000 compounds, 0.13% hits;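 active means B-score of the integrated fluorescence ratio above library mean plus 3 SD, and starting fluorescence ratio within library mean plus 5 SD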;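 further: higher score means more depolarization so channel activation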
# TRPC4 agonist – activators of mouse TRPC4 channel; Q9QUQ5; HEK293 TRPC4beta/mu-opioid, Fluo4 calcium fluorescence; stronger effect = higher value; B-score at 10 µM; 310,000 compounds, 0.49% hits;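 active means B-score above 5 SD of library B-scores, and initial fluorescence ratio not above library mean plus 5 SD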;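 further: positive B-score marks a calcium rise read as TRPC4 activation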
#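 Assay system: HEK293 stable line with TRPC4beta plus mu-opioid receptor; schedule: 45 min room-temperature Fluo4 loading, 110 s read; technique: kinetic Fluo4 calcium fluorescence; evaluation: integrated baseline-normalised fluorescence ratio, converted to per-well B score; controls: buffer (low) and maximal DAMGO (high)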
# MrgX1 PAM – human MrgX1 positive allosteric modulation, primary screen. Q96LB2. MrgX1-HEK293, Fluo-4 calcium flux, FDSS; stronger effect = higher value. B-score at 10 µM. 310,000 compounds, 0.63% hits. AID 588675;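 active means plate-corrected calcium response at least 3 library SD above typical, normal starting fluorescence, not activating the receptor alone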;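 further: compound read alongside a low EC10 to EC30 dose of BAM8-22 agonist; peak minus trough fluorescence over baseline measured at the second addition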
# PolyA inhibitor – blocks polyadenylation in yeast reporter cells. S. cerevisiae SKY197-pL101 polyadenylation reporter, beta-gal luminescence; efflux-impaired pdr1/pdr3 knockout yeast; score 100 = 6 SD above DMSO. calls only at 12 µM. 300,000 compounds, 0.02% hits. AID 1875;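 active means lowest replicate activity score at least 50, where 100 means six control SD above control mean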;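 further: yeast exposed to compound for 9 h at 30 °C; higher score means more reporter readthrough which indicates perturbed polyadenylation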
# MrgX1 antagonist – blocks BAM8-22 activation of human MrgX1 receptor | MRGX1-HEK293 calcium flux, Fluo-4, BAM8-22 antagonism; stronger effect = lower value | Q96LB2 | 310,000 compounds, 1.3% hits | B-score at 10 µM;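 active means calcium-response B-score plate-corrected more than 3 library SD below zero, starting fluorescence within 5 deviations, no agonist response on first addition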;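 further: peak minus trough fluorescence over baseline after final BAM8-22 challenge near maximal dose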
# * hit, by the source's call; i = inactive; x = no result given. The list is partial (hit frequency here may not be typical).
# Results follow in this order: TRPC6 inh, MrgX1 antagonist, TRPC6 act, MrgX1 PAM, TRPC4 inh, MrgX1 agonist, TRPC4 agonist, TRPC4 PAM, AI-2 QS modul, HIF activator, PolyA inhibitor
> CNC(=O)c1[nH]cnc1C(=O)N[C@@H](C)C(=O)OCc1ccccc1
→ i, i, i, i, i, i, i, i, 40, 0.3, i
> CCOC(=O)c1[nH]c(C)c(C(=O)NC2CCN(C(=O)OCC)CC2)c1C
→ i, i, i, i, i, i, i, i, 9, -0.2, i
> C=CCOc1c(Br)cc(CNn2c(C)n[nH]c2=S)cc1OCC
→ i, i, i, i, i, i, i, i, 20, -1.6, i
> Cc1ccc(CSc2nnc(CCNC(=O)OC(C)(C)C)o2)cc1
→ i, i, i, i, i, i, i, i, -22, -0.1, i
> Cn1c(=O)c2c(nc(CN3CCN(Cc4ccccc4)CC3)n2Cc2ccc(F)cc2)n(C)c1=O
→ i, i, i, i, i, i, i, i, 24, 0.4, i
> Cc1ccc(C2CC(C(F)(F)F)n3nc(C(=O)NCC4CCCO4)cc3N2)cc1 (stereo unspecified)
→ i, x, i, x, i, x, i, i, 13, -0.2, i
> Clc1ccc(SCCOCCN2CCOCC2)cc1
→ i, i, i, i, i, i, i, i, 10, -0.6, i
> COc1ccccc1N1C(=O)CC(Nc2ccc(N3CCOCC3)cc2)C1=O (stereo unspecified)
→ i, i, i, i, i, i, i, i, 32, 0.1, i
> COc1ccc(Cc2nnc(NC(=O)Nc3ccc(C)cc3)s2)cc1OC
→ i, i, i, i, i, i, i, i, 1, 2.9, i
> C[N+]1(CC(=O)NNc2c3ccccc3nc3ccccc23)CCOCC1
→ i, i, i, i, i, i, i, i, 5, 0.9, i
> Cc1cc(C(=O)N2CCN(C/C=C/c3ccccc3)CC2)cs1
→ i, i, i, i, i, i, i, i, 14, 0.3, i
> CC(C)CN(C(=O)COC(=O)/C=C/c1cccs1)c1c(N)n(Cc2ccccc2)c(=O)[nH]c1=O
→ i, i, i, i, i, i, i, i, 17, -0.9, i
> CSc1ncc(CN2CCc3c([nH]c4ccccc34)C2C(C)(C)C)cn1 (stereo unspecified)
→ i, i, i, i, i, i, i, i, 50, -7.0, i
> COc1ccc(-c2cc(=O)oc3cc(OC(C)C(=O)Nc4ccc(CN5CCOCC5)cc4)ccc23)cc1 (stereo unspecified)
→ i, i, i, i, i, i, i, i, -17, 0.2, i
> CCOc1cc(/C=N/NC(=O)CSc2nncn2C)ccc1OCC(N)=O
→ i, i, i, i, i, i, i, i, 6, 0.1, i
> COC(=O)c1cc(OC)c(OC)cc1NC(=S)N1CCN(C)CC1
→ i, i, i, i, i, i, i, i, 22, -0.4, i
> COCCNC(=O)NC(=O)COC(=O)C1(c2ccc(Cl)cc2)CC1
→ i, i, i, i, i, i, i, i, -27, -0.5, i
> COc1ccc(/C=N/Nc2nc(=O)[nH]nc2C)cc1[N+](=O)[O-]
→ i, i, i, i, i, i, i, i, 6, -0.4, i
> CCOc1cccc(C(=O)NC(=S)Nc2ccc(N3CCN(CC)CC3)cc2)c1
→ i, i, i, i, i, i, i, i, 15, 0.3, i
> CC1(C)CC(NC(=O)C23CCC(C)(C(=O)C2)C3(C)C)CC(C)(C)N1 (stereo unspecified)
→ i, i, i, i, i, i, i, i, 8, -0.1, i
> COc1ccc(NC(=O)CC2SC(=NCC3CCCO3)NC2=O)c([N+](=O)[O-])c1 (stereo unspecified)
→ i, i, i, i, i, i, i, i, 9, -0.1, i
> COc1ccc(CCN(Cc2ccccn2)C(=S)Nc2ccc(C)cc2)cc1OC
→ i, i, i, i, i, i, i, i, 18, -0.6, i
> CCOc1cc(NC(=O)c2ccccc2C)c(OCC)cc1NC(=O)C1=Cc2ccccc2OC1
→ i, i, i, i, i, i, i, i, 8, -0.3, i
> COCCSc1ccccc1C(=O)N1CCN(Cc2ccccc2)CC1
→ i, i, i, i, i, i, i, i, 16, -0.6, i
> C/C(=N/NC(=O)c1cnccn1)c1cccs1
→ i, i, i, i, i, i, i, i, 10, 0.9, i
> O=C(Cc1ccccc1[N+](=O)[O-])Nc1ccccc1C(=O)N1CCCC1
→ i, i, i, i, i, i, i, i, 4, -0.4, i
> O=C(Nc1cccc(C(=O)O)c1)/C(=C\c1ccccc1)NC(=O)c1cccc2ccccc12
→ i, i, i, i, i, i, i, i, 12, -0.3, i
> COc1ccc(C(=O)N2CCN(C(=O)Cc3ccccc3)CC2)cc1
→ i, i, i, i, i, i, i, i, 7, 0.1, i
> CCOC(=O)c1ccc(-n2c(C)nc3ccc(Br)cc3c2=O)cc1
→ i, i, i, i, i, i, i, i, 9, -0.5, i
> COc1ccc(/C=C2\CCC(C3CCCC3)C2=O)cc1Cn1nc(C)cc1C (stereo unspecified)
→ i, i, i, i, i, i, i, i, 5, -1.5, i
> CCOCCn1c(=NC(=O)c2cc(Cl)sc2Cl)sc2cc(S(N)(=O)=O)ccc21
→ i, i, i, i, i, i, i, i, 2, -1.6, i
> Cc1cc(C)c(C(=O)NC2CCCc3c2cnn3-c2cccc(C)c2C)o1 (stereo unspecified)
→ i, i, i, i, i, i, i, i, 17, -0.4, i
> Cc1ccc(NC(=O)CSCC(=O)NCc2ccco2)cc1
→ i, i, i, i, i, i, i, i, 33, -0.1, i
> O=C(Nc1ccc2c(c1)OCCO2)c1ccc2nccnc2c1
→ i, i, i, i, i, i, i, i, 21, 0.6, i
> COc1ccc(CCN(C)c2ccc(S(=O)(=O)N3CCCC3)cc2[N+](=O)[O-])cc1OC
→ i, i, i, i, i, i, i, i, 10, -0.1, i
> CSc1ncc(Cl)c(C(=O)Nc2ccccc2C)n1
→ i, i, i, i, i, i, i, i, 20, -4.8, i
> S=C(NCc1ccccn1)Nc1ccc(Cl)cc1
→ i, i, i, i, i, i, i, i, 7, 1.2, i
> CCC(=O)C1CCCN(C(=O)c2ccc(OC)c(OC3CCN(C(C)=O)CC3)c2)C1 (stereo unspecified)
→ i, i, i, i, i, i, i, i, 11, -0.8, i
> CN1CCCN(C(=O)c2cccc(Br)c2)CC1
→ i, i, i, i, i, i, i, i, 15, -0.2, i
> CCOC(=O)C1(Cc2cccc(F)c2)CCN(CC(O)CO)CC1 (stereo unspecified)
→ i, i, i, i, i, i, i, i, 3, 0.1, i
> CCC1Oc2ccccc2N(CC(=O)NCc2ccco2)C1=O (stereo unspecified)
→ i, i, i, i, x, i, i, i, 15, 0.2, i
> COc1ccccc1N1CCN(C(c2ccccn2)c2nnnn2C2CCCCC2)CC1 (stereo unspecified)
→ i, i, i, i, i, i, 74*, i, 26, -12, i
> O=C(O)c1ccc(NNC(=S)Nc2cc(C(F)(F)F)ccc2Cl)cc1
→ i, i, i, i, i, i, i, i, 2, 0.3, i
> CC(C)c1c(C(=O)N/N=C/c2ccncc2)nnn1-c1nonc1N
→ i, i, i, i, i, i, i, i, -3, 0.3, i
> C/C=C/c1ccc(OCC(=O)OCc2csc(Nc3ccc(C)cc3)n2)c(OC)c1
→ i, i, i, i, i, i, i, i, 18, 1.3, i
> c1ccc(-n2c(Sc3cnccn3)nnc2-c2cccs2)cc1
→ i, i, i, i, i, i, i, i, 20, -0.9, i
> CCCCCC(=O)Nc1ccc(C(=O)N/N=C/c2ccc([N+](=O)[O-])cc2)cc1
→ i, i, i, i, i, i, i, i, 13, -1.7, i
> C=CCn1c(N)c(C(=O)Nc2cccc(C)c2)c2nc3ccccc3nc21
→ i, i, i, i, i, i, i, i, 44, 0.0, i
> Cc1c(/C=N\NC(=O)c2ccc([N+](=O)[O-])cc2)cnn1C
→ i, i, i, i, i, i, i, i, 16, -1.0, i
> O=C(C1CCCO1)N(Cc1ccccc1)c1ccccc1 (stereo unspecified)
→ i, i, i, i, i, i, i, i, 11, -0.4, i
> CC(NC(=O)COC(=O)CC(c1ccccc1)c1ccccc1)c1ccccc1 (stereo unspecified)
→ i, i, i, i, i, i, i, i, 15, -0.3, i
> COc1cccc(-n2cc(CN(C)Cc3nc(Cc4ccccc4)no3)cn2)c1
→ i, i, i, i, i, i, i, i, 34, 0.2, i
> COc1ccc(C(=O)O)cc1S(N)(=O)=O
→ i, i, i, i, i, i, i, i, 21, -0.4, i
> NC(=O)NCCN1CCN(c2ncc(C(F)(F)F)cc2Cl)CC1
→ i, i, i, i, i, i, i, 15*, 16, 0.7, i
> Cc1nn(-c2ccccc2)c(C)c1C=O
→ i, i, i, i, i, i, i, i, -6, -0.8, i
> CCOc1cc(C#N)ccc1OCC(=O)N1CCc2ccccc2C1
→ i, i, i, i, i, i, i, i, x, 0.2, i
> COc1ccc(OC)c(NC(=O)C(=O)NCc2ccncc2)c1
→ i, i, i, i, i, i, i, i, 11, 0.4, i
> O=C(O)c1ccccc1-n1c2ccccc2c2ccccc21
→ i, i, i, i, i, i, i, i, -1, 1.6, i
> O=C(NCCc1ccccc1)c1cccc2c1C(=O)N(C1CCCCC1)C2
→ i, i, i, i, i, i, i, i, 14, -0.8, i
> Oc1ccc(Br)cc1-c1cc(-c2ccc(Cl)cc2)n[nH]1
→ i, i, i, i, i, i, i, i, 19, 1.0, i

# Next section:
# Results follow in this order: TRPC6 inh, MrgX1 antagonist, TRPC6 act, MrgX1 PAM, TRPC4 inh, MrgX1 agonist, TRPC4 agonist, TRPC4 PAM, AI-2 QS modul, HIF activator, PolyA inhibitor
> CCCNC(=O)c1ccc2c(=O)c(O)c(-c3cccc(Br)c3)[nH]c2c1
→ i, i, i, i, i, i, i, i, -2, 0.6, i
> CC(=O)n1cc([C@H]2C=C(C(N)=O)O[C@@H](OCc3ccc(CO)cc3)C2)c2ccccc21
→ i, i, i, i, i, i, 51*, i, 33, -0.1, i
> CCOC(=O)/C=c1\s/c(=C\c2ccc(C#N)cc2)c(=O)n1CC(=O)NCc1ccco1
→ i, i, i, i, i, i, i, i, -9, -0.1, i
> COc1ccc(/C=N/NC(=O)c2cc(C34CC5CC(CC(C5)C3)C4)[nH]n2)cc1O
→ i, i, i, i, i, i, i, i, 101, 0.4, i
